POLK inh – qHTS for Inhibitors of Polymerase Kappa | DNA polymerase kappa (Homo sapiens), Q9UBT6 | purified Pol kappa, fluorescent DNA synthesis assay, 10 min | Potency, µM (series often up to 107 µM), for inactives: at the top dose activity, negative = inhibition, usual class: inhibitors | actives 0.53% (n = 400,000) | AID 588579, 2011; note: % is set by controls: 0 for no effect and ±100 for the full control effect
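Activity was followed as the change in fluorescence between reads at 0 and 10 min after starting the reaction with 50 nM substrate. Beforehand, 10 nM polymerase had been preincubated with compound for 15 min at room temperature.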
G9a inh – qHTS Assay for Inhibitors of Histone Lysine Methyltransferase G9a. actives 8.8% (n = 350,000). AID 504332, 2011. Histone-lysine N-methyltransferase EHMT2 (Homo sapiens), Q96KQ7. G9a H3K9 monomethylation, AlphaScreen, 2 h. Potency, µM (highest dose often 102 µM), for inactives: at the highest dose activity, negative = inhibition, actives largely listed as inhibitors; note: % is set by controls: 0 for no effect and ±100 for the full control effect; nearly all actives have a fitted effect of over 75% in size
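Enzyme 20 nM + cpd, 15 min RT; add b-H3K9 pep 500 nM / SAM 20 uM; 2 h RT; anti-H3K9me1 Ab 0.5 ug/mL + SA donor / anti-rabbit acceptor beads 20 ug/mL each, 10 min; AlphaScreen read.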
JMJD2A Tudor – qHTS Assay for Inhibitors of JMJD2A-Tudor Domain; Lysine-specific demethylase 4A (Homo sapiens), O75164; AlphaScreen JMJD2A-Tudor / H3K4me3 peptide binding; Potency, µM (highest dose often 114 µM), inactives show at the top dose activity change, negative = inhibition, usual class: inhibitors; actives 4.4% (n = 390,000); AID 504339, 2011; note: % is set by controls: 0 for no effect and ±100 for the full control effect; nearly all actives have a fitted effect of over 50% in size
Pol eta inh – qHTS for Inhibitors of Polymerase Eta; Potency, µM (highest dose often 114 µM), for inactives: at the top dose activity change, negative = inhibition, most hits filed as inhibitors; DNA polymerase eta (Homo sapiens), Q9Y253; actives 1.2% (n = 390,000); recombinant Pol eta, fluorescent DNA replication assay; note: % is set by controls: 0 for no effect and ±100 for the full control effect
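Pol eta (10 nM) was preincubated with compounds for 15 min at room temperature, after which fluorescent replication substrate (50 nM final) was added to start the reaction. Fluorescence was read kinetically at 0 and 10 min.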
BLM inh – qHTS Assay for Inhibitors of Bloom's syndrome helicase (BLM) | actives 0.2% (n = 350,000) | recombinant BLM DNA unwinding, fluorescence dequenching | RecQ-like DNA helicase BLM (Homo sapiens), P54132 | Potency, µM (doses to about 56.1 µM), for inactives: at the top dose activity change, negative = inhibition, usual class: inhibitors | AID 2528, 2010;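 note: plate controls were vehicle for no effect and no enzyme for full effect; nearly all actives have a fitted effect of over 35% in size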
Pol beta inh – qHTS Assay for Inhibitors of DNA Polymerase Beta; Pol beta primer extension/strand displacement, fluorescence kinetic; actives 1.3% (n = 340,000); P06746; Potency, µM (titrated, usually from 114 µM), without a hit: at the highest dose activity change, negative = inhibition, usual class: inhibitors; note: % is set by controls: 0 for no effect and ±100 for the full control effect
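Values derive from four-parameter Hill fits of normalized kinetic data: reads at 0 and 10 min following addition of 50 nM substrate to 10 nM Pol beta preincubated 15 min with compound.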
BAZ2B block – qHTS Assay for Inhibitors of BAZ2B; AlphaScreen BAZ2B-H3K14Ac peptide displacement; actives 4.4% (n = 360,000); Potency, µM (highest dose often 114 µM), for the others: at the top dose activity change, negative = inhibition, most hits filed as inhibitors; note: % is set by controls: 0 for no effect and ±100 for the full control effect; nearly all actives have a fitted effect of over 60% in size
Target sequence (Q9UIF8 whole entry, looked up): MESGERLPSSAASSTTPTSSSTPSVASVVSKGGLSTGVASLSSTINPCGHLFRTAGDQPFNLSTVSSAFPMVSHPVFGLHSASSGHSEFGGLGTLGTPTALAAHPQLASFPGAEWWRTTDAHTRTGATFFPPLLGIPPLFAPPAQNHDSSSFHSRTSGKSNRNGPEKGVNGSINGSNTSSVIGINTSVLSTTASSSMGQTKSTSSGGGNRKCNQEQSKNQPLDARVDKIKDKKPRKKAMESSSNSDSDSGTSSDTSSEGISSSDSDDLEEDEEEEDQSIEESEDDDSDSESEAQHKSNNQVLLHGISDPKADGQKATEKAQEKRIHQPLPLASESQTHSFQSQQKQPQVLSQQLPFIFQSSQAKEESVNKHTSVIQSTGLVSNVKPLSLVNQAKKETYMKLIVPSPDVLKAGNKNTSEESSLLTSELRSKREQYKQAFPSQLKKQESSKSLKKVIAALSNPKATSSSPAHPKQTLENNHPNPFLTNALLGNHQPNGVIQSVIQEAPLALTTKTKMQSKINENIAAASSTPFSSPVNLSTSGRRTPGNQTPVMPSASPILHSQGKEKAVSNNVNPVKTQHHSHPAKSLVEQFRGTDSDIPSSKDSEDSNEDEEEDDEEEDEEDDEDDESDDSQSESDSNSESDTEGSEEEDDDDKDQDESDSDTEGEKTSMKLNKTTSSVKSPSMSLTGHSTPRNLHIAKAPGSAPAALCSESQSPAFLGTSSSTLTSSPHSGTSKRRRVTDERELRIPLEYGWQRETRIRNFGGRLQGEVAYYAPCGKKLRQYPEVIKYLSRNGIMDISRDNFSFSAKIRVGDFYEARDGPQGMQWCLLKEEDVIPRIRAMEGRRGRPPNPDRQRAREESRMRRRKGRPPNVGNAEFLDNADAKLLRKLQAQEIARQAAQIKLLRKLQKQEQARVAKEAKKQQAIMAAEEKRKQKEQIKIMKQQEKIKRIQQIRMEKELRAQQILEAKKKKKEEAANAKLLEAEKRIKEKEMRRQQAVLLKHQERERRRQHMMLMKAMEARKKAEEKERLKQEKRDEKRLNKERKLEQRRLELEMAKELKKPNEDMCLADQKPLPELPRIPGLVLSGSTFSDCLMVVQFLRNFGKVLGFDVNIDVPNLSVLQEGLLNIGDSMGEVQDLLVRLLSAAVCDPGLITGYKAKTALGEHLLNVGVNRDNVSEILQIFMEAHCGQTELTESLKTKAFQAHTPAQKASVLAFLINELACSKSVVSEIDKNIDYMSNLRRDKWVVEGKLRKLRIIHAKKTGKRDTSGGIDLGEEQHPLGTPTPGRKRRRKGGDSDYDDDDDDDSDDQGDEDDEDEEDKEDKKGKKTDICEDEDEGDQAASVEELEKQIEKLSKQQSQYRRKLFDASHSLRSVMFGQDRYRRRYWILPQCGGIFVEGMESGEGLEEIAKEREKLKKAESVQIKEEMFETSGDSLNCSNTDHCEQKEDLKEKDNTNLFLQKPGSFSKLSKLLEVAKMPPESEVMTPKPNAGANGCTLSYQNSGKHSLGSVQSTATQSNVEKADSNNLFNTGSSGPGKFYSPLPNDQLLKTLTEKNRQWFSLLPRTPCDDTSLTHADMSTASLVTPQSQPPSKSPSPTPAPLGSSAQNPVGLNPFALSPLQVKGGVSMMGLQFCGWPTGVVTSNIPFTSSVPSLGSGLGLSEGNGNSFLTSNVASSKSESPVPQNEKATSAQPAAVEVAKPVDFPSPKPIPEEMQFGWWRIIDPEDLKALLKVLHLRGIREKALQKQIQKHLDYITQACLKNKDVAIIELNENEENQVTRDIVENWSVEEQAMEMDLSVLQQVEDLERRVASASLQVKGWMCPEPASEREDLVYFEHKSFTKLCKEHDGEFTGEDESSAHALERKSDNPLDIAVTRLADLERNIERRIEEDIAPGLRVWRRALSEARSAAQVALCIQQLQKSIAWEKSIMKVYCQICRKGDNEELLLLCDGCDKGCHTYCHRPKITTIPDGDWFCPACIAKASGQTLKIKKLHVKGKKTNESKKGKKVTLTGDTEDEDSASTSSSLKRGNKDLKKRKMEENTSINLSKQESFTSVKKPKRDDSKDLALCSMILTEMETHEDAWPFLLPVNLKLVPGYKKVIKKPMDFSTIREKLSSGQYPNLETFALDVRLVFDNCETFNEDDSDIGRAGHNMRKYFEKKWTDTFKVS
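Compounds, titrated to a top concentration of 110 uM, were incubated 30 min at room temperature with preformed BAZ2B/acetyl-K14 H3 peptide complex (50 nM each). Proximity signal was measured by AlphaScreen after 20 min with beads.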
POLI inh – qHTS for Inhibitors of Polymerase Iota. Potency, µM (titrated, usually from 115 µM), inactives show at the highest dose activity, negative = inhibition, hits mostly inhibitors. Pol iota fluorescent replication assay, 10 min. AID 588590, 2011. actives 1% (n = 390,000). DNA polymerase iota (Homo sapiens), Q9UNA4
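Pol iota at 10 nM preincubated 15 min with compounds at room temperature; reaction started with fluorescent substrate, 50 nM final. Fluorescence read kinetically at 0 and 10 min; buffer-only wells as negative control.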
APEX1 inh – qHTS Assay for Inhibitors of the Human Apurinic/apyrimidinic Endonuclease 1 (APE1); Potency, µM (series often up to 65.8 µM), for the others: top-dose activity change, negative = inhibition, most hits filed as inhibitors; AID 2517, 2012; recombinant APE1, TAMRA/BHQ-2 abasic DNA cleavage fluorescence; DNA repair nuclease/redox regulator APEX1 (Homo sapiens), P27695; actives 0.35% (n = 350,000);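 note: plate controls were vehicle for no effect and reference inhibitor for full effect; nearly all actives have a fitted effect of over 55% in size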
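Enzyme (0.75 nM final) and test compound are incubated 15 min at room temperature before adding 50 nM quenched THF abasic-site duplex. Cleavage dequenches TAMRA, followed at 525/598 nm over three reads one minute apart.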
* marks the source's active call; other numbers are inactive results; u = inconclusive; x = not tested or not shown; & = joins results of further samples; [ ] = remark or other dose. Calls come from the whole dose curve; as a rule, active = well fitted curve in the direction sought with a large enough effect; inconclusive = small, poorly fitted or top-dose-only effect, or another doubt; inactive = no such curve, though single readings can be large; an effect the other way counts as inactive or inconclusive. Potency is the fitted concentration of half-maximal effect. A portion of the library; the hit share may differ from the screen's.

SMILES	POLK inh	G9a inh	JMJD2A Tudor	Pol eta inh	BLM inh	Pol beta inh	BAZ2B block	POLI inh	APEX1 inh
N#Cc1ccccc1Cn1cc(/C=C/[N+](=O)[O-])c2ccccc21	-7.8%	50.1µM*	-23.0%	-24.4%	-6.7%	-1.8%	u	82.3%[activator]	-2.5%
O=C(O)C1CC=CCC1C(=O)N1CC=C(c2ccccc2)CC1 (stereo not given)	6.1%	u	-12.7%	-9.8%	-2.7%	8.2%	-10.9%	65.4%[activator]	-4.9%
COc1ccc(NC(=O)CCCCCN2C(=O)c3cccc([N+](=O)[O-])c3C2=O)c(OC)c1	u	x	-22.9%	-4.3%	-5.5%	u	u	u	15.3%
Cc1ccc(/C=N/NC(=O)CNC(=O)c2cccs2)cc1	-14.7%	43.4%[activator]	-17.6%	-13.6%	-0.3%	u	-4.1%	9.7%	21.1%
CCc1ccc(NC(=O)Cn2c(=O)n(Cc3ccco3)c(=O)c3cccnc32)cc1	-1.8%	-18.6%[59 µM]	2.9%	0.4%	-15.4%	-1.4%	-1.2%	-20.0%	x
CC(C)n1nc(C(=O)Nc2cccc(S(=O)(=O)N3CCCCC3)c2)c2ccccc2c1=O	-10.6%	19.5%[2.33 µM]	-27.7%	-21.6%	x	x	-1.1%	8.2%	-7.7%
O=C(Nc1ccc2c(c1)OCCO2)C1CCN(S(=O)(=O)c2ccccc2)CC1	-15.3%	-1.3%	-9.9%	-1.7%	-1.0%	0.0%	-5.3%	3.1%	-1.4%
COc1ccc(C(=O)/C(=C\c2ccco2)N2C=CC=CC2=C(C#N)C#N)cc1	-3.2%	11.2%[2.33 µM]	-33.6%	u	-12.5%	-3.2%	-12.7%	u	19.6%
COc1cc(/C=N/NC(=O)c2cccc(S(=O)(=O)N3CCCC3)c2)ccc1O	-2.6%	4.8%[0.501 µM]	-24.1%	-8.7%	x	x	3.3%	-6.3%	15.3%
CCNC(=O)CC1C(=O)N(c2ccc(C)cc2)C(=O)N1CCC(C)C (stereo not given)	-4.9%&-20.3%	-38.3%	0.0%&-20.9%	-22.9%&-0.5%	-0.7%&1.8%	2.4%&-0.4%	5.1%&-3.5%	130.1%&-3.4%[activator]	21.3%
O=C(COc1ccc([N+](=O)[O-])cc1)Nc1cccc(C(=O)Nc2ccccc2C(=O)O)c1	-13.4%	39.2%	-22.3%	-14.4%	-3.9%	7.3%	-6.7%	4.2%	29.5%
CC/C=C\[C@H](O)[C@H](O)C1=C(C)C(=O)[C@]2(O1)C(=O)N[C@@](OC)(C(=O)c1ccccc1)C2O (stereo not given in full)	u	u	-28.6%	0.8%	-3.4%	35.5µM*	-6.9%	u	u
CCOC(=O)c1c(NC(=O)COC(=O)c2c(C)noc2C)sc2c1CCC2	1.0%	15.5%[59 µM]	-13.2%	-10.4%	-12.0%	0.8%	-3.6%	-18.4%	12.7%
COc1ccc(S(=O)(=O)NCC(c2ccc(N(C)C)cc2)N2CCc3ccccc32)cc1 (stereo not given)	-4.5%[60.1 µM]	12.6µM*	22.4µM*	-20.8%	-2.8%	-27.9%	u	-2.5%	x
CSc1nc2c(c(-c3ccc(O)cc3)c1C#N)CCC2	-6.3%	11.7%[59 µM]	4.7%	-14.7%	-4.2%	0.8%	10.5%	3.9%	9.6%
Cc1oc(-c2ccc3ccccc3c2)nc1CN(C)C(C)c1ccncn1 (stereo not given)	-17.6%	u	u	-21.0%	1.9%	u	-29.7%	81.4%[activator]	6.6%
O=C1OCCN1C(=O)[C@H]1[C@H](c2ccc(Cl)cc2)C(c2cccc(Cl)c2)=NN1c1ccccc1	-14.0%	200.8%[activator][59 µM]	59.2%[activator]	-12.4%	-9.6%[75.6 µM]	1.3%	55.0%[activator]	u	-8.1%&6.8%
CSc1ncc(S(=O)(=O)c2ccccc2)c(=O)[nH]1	3.1%	1.7%	-2.3%[11.4 µM]	-9.3%	-4.0%	0.6%	-30.4%	45.1%[activator]	1.0%
COCCN(C(=O)COC(=O)c1cc2c(s1)CCC2)c1c(N)n(Cc2ccccc2)c(=O)[nH]c1=O	4.47µM*	10µM*	8.91µM*	0.708µM*	x	x	8.91µM*	3.16µM*	0.752µM*
CC(C)n1c(O)c(N=Nc2ccc(Cl)c(C(=O)O)c2)c2ccccc21	3.5%	u	-28.1%	-22.0%	-1.8%	3.1%	-31.0%	27.5%	-3.1%
O=C(Cc1cc(=O)[nH]c(=O)[nH]1)NCC1CCCO1 (stereo not given)	0.0%	13.4%	-11.3%	-5.2%	2.6%	35.8%	-4.7%	8.6%	-1.3%
OCC1(Cc2ccccc2)CCN(Cc2ccc(C(F)(F)F)cc2)CC1	4.2%	5.4%	-1.4%	-18.3%	-6.8%	u	5.2%	-8.6%	-1.4%
Cc1cc(C)nc(SCC(=O)OCN2C(=O)c3ccccc3C2=O)n1	-12.0%	6.5%[59 µM]	2.7%	-13.0%	-10.0%	3.5%	0.8%	15.7%	-6.4%
CCOC1=NN(c2ncc(C(F)(F)F)cc2Cl)C(=O)C1	10.9%	-0.7%	u	-17.5%	-2.5%	-1.5%	-10.7%	89.0%[activator]	-6.3%
Cc1ccc(C(=O)COC(=O)C2CCC2)cc1	-1.7%	17.2%	11.0%	0.8%	-3.0%	-17.5%	9.5%	2.0%	11.2%
(cont.)
SMILES	POLK inh	G9a inh	JMJD2A Tudor	Pol eta inh	BLM inh	Pol beta inh	BAZ2B block	POLI inh	APEX1 inh
O=C(NCCc1ccccc1)c1cnc(Cl)c(Cl)c1	-9.1%	16.1%	4.7%	-0.6%	0.1%	0.2%	12.8%	141.8%[activator]	9.8%
O=C(NCCCn1ccnc1)c1noc2c1CCc1ccccc1-2	-4.6%	-13.0%[2.33 µM]	u	-16.8%	3.9%	32.3%	u	48.4%[activator]	-6.3%
Cc1ccccc1NC(=S)NC(C)C(c1cccs1)N1CCOCC1 (stereo not given)	4.0%	-9.6%	-6.3%	-16.3%	-2.2%	3.7%	-11.9%	14.2%	8.7%
COc1cc(C(=O)OCC(=O)N(C)Cc2ccccc2)cc(OC)c1OC	-3.7%	4.4%[59 µM]	-4.0%	-17.4%	2.2%	27.7%	10.6%	13.8%	0.4%
COc1ccc(S(=O)(=O)N2CCOCC2)cc1C(=O)NCc1ccccc1CN1CCCC1	-16.9%	-6.1%[12.7 µM]	-6.8%	-20.3%	x	x	7.9%	11.1%	4.0%
COCCn1c(Sc2ccc(C)cc2)nc2c1c(=O)[nH]c(=O)n2C	1.4%	u	-5.7%	u	-1.4%	-12.4%	-26.5%	1.9%	-0.8%
CC(c1ccco1)N(C(=O)c1cccc(S(=O)(=O)N(C)C)c1)c1ccccn1 (stereo not given)	2.5%	2.9%	-15.1%	4.4%	-0.6%	44.5%	1.2%	6.4%	5.9%
CC(C)C(=O)N1CCN(c2c(Cl)cccc2[N+](=O)[O-])CC1	-3.9%	-22.6%[59 µM]	-6.9%	-10.4%	1.0%	35.7%	u	9.6%	-3.5%
Cc1c(C(=O)OCC(=O)N(CC(C)C)c2c(N)n(Cc3ccccc3)c(=O)[nH]c2=O)oc2ccccc12	-11.1%	8.1%	-15.8%	-15.7%	x	x	7.1%	14.0%	-6.8%
O=C(CN1C(=O)NC2(CCc3ccccc3C2)C1=O)NCc1ccco1 (stereo not given)	-13.5%	20.4%	-11.7%	-8.5%	0.3%	0.4%	-1.2%	128.5%[activator]	1.5%
COC(=O)c1ccccc1NC(=O)c1cc[n+]([O-])cc1	-15.2%	-1.0%	-20.6%	0.8%	0.7%	90.7%	-9.4%	u	5.5%
CC(NC(=O)c1ccco1)C(=O)N1CCN(c2cccc(C(F)(F)F)c2)CC1 (stereo not given)	6.7%	-121.0%[12.7 µM]	-3.0%	-7.6%	x	x	4.6%	62.1%[activator]	3.6%
COc1ccc(C(=O)NCC(=O)OCc2ccccc2F)cc1	-3.4%	-1.5%[12.7 µM]	-13.3%	-3.4%	-14.3%	-0.9%	-12.7%	68.1%[activator]	1.0%
N#Cc1ccc(C(=O)N(Cc2ccccc2)c2ccccc2)cc1	-4.3%	7.7%	-4.3%	-21.6%	-1.8%	-1.7%	15.5%	34.6%[activator]	-4.6%
CC(OC(=O)c1ccc(Cl)nc1)C(=O)NC1CCCC1 (stereo not given)	22.1%	10.5%[0.501 µM]	-0.3%	-11.9%	x	x	11.8%	14.5%	20.9%
CCOCCCNC(=O)N[C@H](C(=O)OC)C(C)CC (stereo not given in full)	0.3%	18.6%	-8.3%	-8.2%	-1.9%	-1.3%	-11.5%	171.9%[activator]	8.5%
CC(C)N(Cc1ccccc1)C(=O)CN1C(=O)CSc2ccc(S(=O)(=O)N3CCCC3)cc21	-18.7%	-32.5%[59 µM]	-23.8%	-1.6%	-6.7%	1.2%	-16.8%	3.9%	x

Whole records, quoted from the list. Screens in order: POLK inh | G9a inh | JMJD2A Tudor | Pol eta inh | BLM inh | Pol beta inh | BAZ2B block | POLI inh | APEX1 inh
Entry for O=C(NCCc1ccccc1)c1cnc(Cl)c(Cl)c1 = -9.1% | 16.1% | 4.7% | -0.6% | 0.1% | 0.2% | 12.8% | 141.8%[activator] | 9.8%
Entry for O=C(CN1C(=O)NC2(CCc3ccccc3C2)C1=O)NCc1ccco1 (stereo not given) = -13.5% | 20.4% | -11.7% | -8.5% | 0.3% | 0.4% | -1.2% | 128.5%[activator] | 1.5%
Entry for COC(=O)c1ccccc1NC(=O)c1cc[n+]([O-])cc1 = -15.2% | -1.0% | -20.6% | 0.8% | 0.7% | 90.7% | -9.4% | u | 5.5%
Entry for CC(c1ccco1)N(C(=O)c1cccc(S(=O)(=O)N(C)C)c1)c1ccccn1 (stereo not given) = 2.5% | 2.9% | -15.1% | 4.4% | -0.6% | 44.5% | 1.2% | 6.4% | 5.9%
